Screening data deposited in PubChem BioAssay by National Center for Advancing Translational Sciences (NCATS).
TrxR1 inh: rat TrxR1 inhibition; O89049; Potency, µM (top dose mostly 114 µM), for the others: at the highest dose activity change, negative = inhibition, usual class: inhibitors; 1% of 390,000 active; recombinant rTrxR1, NADPH fluorescence consumption, selenite substrate; AID 588453; also: % is scaled to controls: 0 for no effect and ±100 for the full control effect; nearly all actives have a fitted effect of over 65% in size
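Rat TrxR1 (90 nM in the dispensed reagent) was pre-reduced with 400 uM NADPH for 5 min at room temperature, then incubated with compound for 15 min. After 400 uM selenite was added, NADPH fluorescence (Ex 340/Em 450 nm) was followed for 8 min.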
HP1b chromo inh: inhibitors of HP1-beta chromodomain binding to methylated histone tails | P83916 | AlphaScreen HP1-beta / biotin-H3K9me3 peptide binding | Potency, µM (titrated, usually from 114 µM), for inactives: top-dose activity change, negative = inhibition, actives largely listed as inhibitors | 0.56% of 390,000 active; also: nearly all actives have a fitted effect of over 70% in size; inactives centre near 23
Target sequence (P83916 whole entry, looked up): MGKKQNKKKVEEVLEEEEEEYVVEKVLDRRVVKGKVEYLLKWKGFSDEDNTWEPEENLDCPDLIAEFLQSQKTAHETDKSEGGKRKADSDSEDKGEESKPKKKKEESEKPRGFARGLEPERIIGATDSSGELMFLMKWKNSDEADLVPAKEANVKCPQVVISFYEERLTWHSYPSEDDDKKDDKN
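AlphaScreen: HP1-beta (50 nM) preformed 30 min with biotin-H3(1-18)K9me3 peptide (50 nM) in PBS pH 7.4, 0.01% Tween-20. Compound added for 30 min at RT, then streptavidin donor/nickel chelate acceptor beads (10 ug/mL) for 30 min.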
ALOX12 inh: inhibitors of human 12S-lipoxygenase ALOX12 | P18054 | purified 12hLO, xylenol orange hydroperoxide absorbance | Potency, µM (series often up to 108 µM), for inactives: at the top dose activity change, negative = inhibition, most hits filed as inhibitors | 1.1% of 580,000 active | AID 1671190; also: % is scaled to controls: 0 for no effect and ±100 for the full control effect
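Purified human 12hLO (150 nM final) in 25 mM Hepes, 0.01% Triton X-100, pH 7.0 was preincubated 15 min at room temperature with compound. Then 40 uM arachidonic acid was added, 30 min. Hydroperoxide was read by Fe-XO absorbance ratio 573/405 nm.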
JMJD2A Tudor: JMJD2A Tudor domain (human) inhibition; O75164; AlphaScreen JMJD2A-Tudor / H3K4me3 peptide binding; Potency, µM (doses to about 114 µM), for the others: top-dose activity change, negative = inhibition, actives largely listed as inhibitors; 4.4% of 390,000 active; AID 504339; also: % is scaled to controls: 0 for no effect and ±100 for the full control effect; nearly all actives have a fitted effect of over 50% in size
Tb PGK inh: T. brucei PGK inhibition; Potency, µM (series often up to 57.5 µM), inactives show at the highest dose activity change, negative = inhibition, usual class: inhibitors; 0.043% of 380,000 active; AID 602233; PGK/GAPDH coupled, Kinase-Glo luminescence, 60 min; also: % is scaled to controls: 0 for no effect and ±100 for the full control effect; nearly all actives have a fitted effect of over 60% in size
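Luminescent ATP detection (Kinase-Glo Plus) follows a 60-minute room-temperature incubation, with wells lacking PGK as controls. Buffer: 100 mM TEA (pH 7.6), 5 mM MgCl2, 0.01% Tween-20. Coupling enzyme GAPDH (100 nM final) supplies unstable 1,3-BPG in-well.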
RGS4 inh: blocks human RGS4-accelerated GTP hydrolysis. P49798. Transcreener GDP fluorescence polarization, RGS4-accelerated GTP hydrolysis. Potency, µM (titrated, usually from 114 µM), for inactives: at the highest dose activity change, negative = inhibition, hits mostly inhibitors. 0.039% of 390,000 active; also: % is scaled to controls: 0 for no effect and ±100 for the full control effect; nearly all actives have a fitted effect of over 75% in size; some results filed as inactive show a strong effect at the top dose
Target sequence (P49798 whole entry, looked up): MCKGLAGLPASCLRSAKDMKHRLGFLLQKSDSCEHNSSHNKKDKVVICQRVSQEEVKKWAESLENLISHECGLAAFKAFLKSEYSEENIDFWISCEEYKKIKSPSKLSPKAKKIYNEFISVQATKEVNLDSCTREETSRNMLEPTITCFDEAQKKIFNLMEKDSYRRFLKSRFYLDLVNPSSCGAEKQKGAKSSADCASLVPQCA
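MLSMR compounds (23 nl, pin-transferred) preincubated 10 min at room temperature with a 500nM (2x) first reagent, then RGS4 at 900nM (2x) plus Transcreener GDP mix added; fluorescence polarization (620/688 nm) read before and after 90 min at 30 °C.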
GLS inhibitor: glutaminase GLS (human) inhibition | O94925 | GLS enzymatic activity, qHTS titration | Potency, µM (highest dose often 45.5 µM), for the others: top-dose activity change, negative = inhibition, actives largely listed as inhibitors | 0.21% of 410,000 active | AID 624170; also: % is scaled to controls: 0 for no effect and ±100 for the full control effect
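Two-point fluorescence kinetic (t0, 30 min RT) for hKGA; glutamate detected via glutamate oxidase–HRP–Amplex Red. Substrate: 1 mM L-glutamine solution; buffer 45 mM KH2PO4, pH 8.2.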
ERG Ets-DNA blk: inhibitors of human ERG Ets domain-DNA interaction; fluorescence polarization, His-ERG Ets domain / labelled DNA; Potency, µM (highest dose often 76.9 µM), inactives show at the top dose FP activity, negative = inhibition, most hits filed as inhibitors; AID 624246; 0.028% of 370,000 active; active = well fitted inhibition curve with a large enough effect in the polarisation, with a control signal flat; inconclusive = small, poorly fitted or top-dose-only effect, or effect the other way, or a change in a side signal; inactive = no such curve, though single readings can be large or run the other way; the % refers to the polarisation;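 also: polarization taken with two DNA probes labelled with fluorescein and Texas red; % of control where 0% means no effect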
Target sequence (P11308 whole entry, looked up, the tested form may be a part): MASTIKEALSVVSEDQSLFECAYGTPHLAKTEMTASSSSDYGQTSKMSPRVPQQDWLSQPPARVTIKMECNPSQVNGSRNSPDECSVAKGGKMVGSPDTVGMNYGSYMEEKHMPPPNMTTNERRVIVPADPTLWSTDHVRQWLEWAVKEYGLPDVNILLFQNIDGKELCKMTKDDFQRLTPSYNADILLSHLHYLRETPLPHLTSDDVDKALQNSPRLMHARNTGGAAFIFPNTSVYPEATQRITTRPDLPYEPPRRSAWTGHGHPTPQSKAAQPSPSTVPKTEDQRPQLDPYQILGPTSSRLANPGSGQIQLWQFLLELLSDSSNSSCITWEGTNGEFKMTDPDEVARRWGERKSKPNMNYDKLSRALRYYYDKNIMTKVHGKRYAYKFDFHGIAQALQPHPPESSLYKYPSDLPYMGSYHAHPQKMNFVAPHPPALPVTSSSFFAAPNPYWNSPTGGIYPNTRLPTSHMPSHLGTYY
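His-tagged ERG Ets domain (1 uM in the protein solution; 300mM KCl, 50mM Tris-HCl, 1mM EDTA, 1mM DTT, pH 7.5) received compound, then a probe mix of 5 nM fluorescein-DNA and 100nM Texas-615-DNA. Fluorescence polarization was read for both dyes.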
Pin1 inhibitor: blocks the human prolyl isomerase Pin1; Q13526; Pin1 FP peptide displacement, HiFluor488, 10 min; Potency, µM (doses to about 115 µM), for inactives: top-dose activity, negative = inhibition, hits mostly inhibitors; 0.009% of 390,000 active; AID 504891; active = well fitted inhibition curve with a large enough effect in the polarisation, with a control signal flat, not every such curve was filed as active; inconclusive = small, poorly fitted or top-dose-only effect, or effect the other way, or a change in a side signal; inactive = no such curve, though single readings can be large or run the other way; the % refers to the polarisation; also: % is scaled to controls: 0 for no effect and ±100 for the full control effect
Target sequence (Q13526 whole entry, looked up): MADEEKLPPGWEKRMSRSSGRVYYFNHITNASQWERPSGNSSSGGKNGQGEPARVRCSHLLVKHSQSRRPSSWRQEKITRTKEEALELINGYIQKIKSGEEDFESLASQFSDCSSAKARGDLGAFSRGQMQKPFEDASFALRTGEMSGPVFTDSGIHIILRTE
The depositor's hits bear a star; i = inactive; ? = inconclusive; / = no result given; & = joins results of further samples; [ ] = dose if it differs, or a comment. Unless noted, calls follow the shape of the dose curve; as a rule, active = well fitted curve in the direction sought with a large enough effect; inconclusive = small, poorly fitted or top-dose-only effect, or another doubt; inactive = no such curve, though single readings can be large; an effect the other way counts as inactive or inconclusive. Potency is read from the fitted curve at half-maximal effect.

SMILES	TrxR1 inh	HP1b chromo inh	ALOX12 inh	JMJD2A Tudor	Tb PGK inh	RGS4 inh	GLS inhibitor	ERG Ets-DNA blk	Pin1 inhibitor
CCCCNc1c2c(nc3c(-c4ccccc4)c(C)nn13)CCC2	39%	70%[activator]	3%	27%	-3%	6%	-5%	-2%	1%
Cc1n[nH]c(C)c1S(=O)(=O)N1CCCC(C(=O)N2CCc3ccccc32)C1 (stereo unspecified)	3%	27%	0%	-9%	3%	3%	0%	7%	2%
COc1ccc(S(=O)(=O)NCCc2sc(-c3cccnc3)nc2C)cc1	25%[57.1 µM]	12%[57 µM]	-11%	-8%	0%	16%	0%	5%	-1%
CC(C)Cc1nnc(NC(=O)Cc2ccc([N+](=O)[O-])cc2)s1	5%	-12%	1%	-14%	0%	-1%	12%	1%	15%
Cn1c(=O)c2c(nc(CN3CCc4ccccc4C3)n2Cc2ccccc2F)n(C)c1=O	12%[57.1 µM]	42%	48%	-27%	-6%	-21%	?	1%	13%
COC(=O)NNC(=O)C1CCC(C(=O)NNC(=O)OC)CC1 (stereo unspecified)	-1%[57.1 µM]	49%[activator]	7%	0%	-4%	?	1%	7%	-11%
COc1ccc(Nc2ccc(C(N)=O)cc2[N+](=O)[O-])cc1	6%[57.1 µM]	-21%	-9%	?	i	5%	0%	6%	-12%
CCCOc1ccc(C2NC(=S)NC(c3ccccc3)=C2C(=O)Nc2ccc(C)cc2)cc1OC (stereo unspecified)	-6%	9%	32µM*	-29%	1%	-50%	?	-5%	3%
CN(Cc1ccccc1)c1nc(N)c([N+](=O)[O-])c(NCc2ccccc2)n1	-27%	-5%	-15%	-30%	i	-10%	1%	-10%	-2%
CCSc1cc(N2CCCC2)nc(-c2ccc(C)cc2)n1	0%	114%	12%	52%[activator]	2%	11%	6%	2%	-1%
Cc1nn(CC(=O)Nc2nc3ccccc3s2)c(C)c1[N+](=O)[O-]	19%	57%[activator]	-6%	-20%	-7%	-24%	19%	/	-2%
Cc1ccc(NC2=NC(c3ccc(F)cc3)n3c(nc(C)cc3=O)N2)cc1 (stereo unspecified)	14%[57.1 µM]	1%	84%[activator]	-17%	-1%	-7%	6%	-1%	1%
COc1cc(C2NC(=O)NC(C)=C2C(=O)Nc2cccc(C)c2C)cc(OC)c1OC (stereo unspecified)	5%	44%	-11%	3%	9%	2%	16%	0%	19%
O=C(CN1C(=O)NC2(CCCC2)C1=O)Nc1ccc(F)c([N+](=O)[O-])c1	22%	-24%	-20%	-17%	-6%	10%	4%	3%	-9%
COc1ccc(N2CCN(CC(O)COc3cc(C)cc(C)c3)CC2)cc1 (stereo unspecified)	15%	-16%	?	?	6%	-14%	32%[activator]	-2%	1%
O=C(CN1C(=O)NC2(CCCCCC2)C1=O)NCc1ccco1	-11%	32%	9%	-21%[11.4 µM]	1%	4%[11.4 µM]	4%	0%	0%
CC(=O)N[C@@H](Cc1c[nH]c2ccccc12)C(=O)OCC(=O)NCc1ccc2c(c1)OCO2	19%	31%	-8%	-12%	-6%	5%	13%	6%	3%
CCOC(=O)c1c(C)[nH]c(C)c1C(=O)CSc1nc2ccccc2c(=O)n1-c1ccc(F)cc1	20%	-16%	-21%	?	-9%	20%	10%	1%	14%
COc1cc(NC(=O)CN2CCN(c3ccccc3F)CC2)cc(OC)c1	18%[57.1 µM]	34%	-5%	-30%[11.4 µM]	-3%	7%[11.4 µM]	-11%	6%	-3%
CCOc1ccc2nc(SCC(=O)N3CCN(C(=O)c4ccco4)CC3)sc2c1	8%[57.1 µM]	0%	0%	-20%	-4%	-35%	4%	3%	1%
Cc1ccc(C)c(S(=O)(=O)N2CCCOC2CNC(=O)C(=O)NCc2ccncc2)c1 (stereo unspecified)	0%	31%	-1%	-11%	0%	28%	-1%	-4%	5%
CCCc1nnc(NC(=O)CSc2nnc(-c3ccco3)n2C)s1	10%	21%	-4%	-8%	-5%	14%	12%	-6%	1%
O=C(CNS(=O)(=O)c1ccccc1)Nc1ccccc1Br	7%	-3%	-8%	-13%	-7%	-12%	0%	-9%	2%
COCCCn1c(C)nnc1-c1cnn(-c2ccccc2)c1N	30%	40%[activator]	0%	-15%	-1%	3%	16%	1%	-3%
CCc1cccc(C)c1NC(=O)C1CC=CCC1C(=O)O (stereo unspecified)	-7%[57.1 µM]	-13%	-23%	-20%	-2%	15%	4%	7%	0%

Arranged by length of the SMILES (high to low): some entries from above.
SMILES	TrxR1 inh	HP1b chromo inh	ALOX12 inh	JMJD2A Tudor	Tb PGK inh	RGS4 inh	GLS inhibitor	ERG Ets-DNA blk	Pin1 inhibitor
O=C(CN1C(=O)NC2(CCCC2)C1=O)Nc1ccc(F)c([N+](=O)[O-])c1	22%	-24%	-20%	-17%	-6%	10%	4%	3%	-9%
COc1ccc(N2CCN(CC(O)COc3cc(C)cc(C)c3)CC2)cc1 (stereo unspecified)	15%	-16%	?	?	6%	-14%	32%[activator]	-2%	1%
COc1cc(NC(=O)CN2CCN(c3ccccc3F)CC2)cc(OC)c1	18%[57.1 µM]	34%	-5%	-30%[11.4 µM]	-3%	7%[11.4 µM]	-11%	6%	-3%
COc1ccc(Nc2ccc(C(N)=O)cc2[N+](=O)[O-])cc1	6%[57.1 µM]	-21%	-9%	?	i	5%	0%	6%	-12%

Next section:
SMILES	TrxR1 inh	HP1b chromo inh	ALOX12 inh	JMJD2A Tudor	Tb PGK inh	RGS4 inh	GLS inhibitor	ERG Ets-DNA blk	Pin1 inhibitor
Cc1ccc(C)c(SCC(=O)OCC(=O)Nc2ncc(C(F)(F)F)cc2Cl)c1	22%[57.1 µM]	42%[activator]	?	-15%	-7%	-30%	0%	5%	?
Cc1ccc(O/C=C2\OC(=O)c3ccccc32)cc1	13%	16%	-22%	-4%	-10%	-13%	?	4%	-4%
Cc1ccc(S(=O)(=O)N(C)c2ccc(OC(=O)CN3C(=O)NC(C)(c4ccccc4)C3=O)cc2)cc1C (stereo unspecified)	17%	41%[activator]	21%	-20%	i	-23%	-2%	11%	17%
O=c1oc2cc(O)ccc2cc1S(=O)(=O)c1ccccc1	?	29%	1%	-3%	-7%	-11%	5%	3%	-8%
O=c1[nH]c(NCCO)c(N=Cc2ccccc2)c(=O)[nH]1	48%	0%	-3%	6%	-3%	-10%	0%	-5%[15.4 µM]	-21%
O=C(NCc1csc(-c2ccccc2)n1)c1cc(F)cc2c1OCOC2	20%	34%	-17%	4%	0%	-4%	10%	3%	6%
COc1ccc(-c2cc(C(F)(F)F)nc(NCCc3ccccc3)n2)cc1OC	30%	47%[activator]	-22%	20%	-2%	-11%	-10%	1%	-1%
Cc1ccc(Cn2c(C)c(CNC(C)c3ccccc3)c(C(=O)O)c2C)cc1 (stereo unspecified)	?	10%	-17%	-18%	0%	5%	2%	13%	2%
O=C(NCc1ccncc1)C(=O)NCC(c1ccco1)N1CCN(c2ccc(F)cc2)CC1 (stereo unspecified)	-12%	2%	8%	-24%	-4%	13%	23%	-10%	-1%
COc1ccc(C=Nc2cccc3c(=O)[nH][nH]c(=O)c23)c2ccccc12	-6%	13%	-13%	-26%	0%	-1%	-1%	4%	?
COc1ccc(Br)cc1S(=O)(=O)N1CCN=C1c1ccccc1	-15%	26%	383%[activator]	-2%	-5%	-8%	0%	-10%	-7%
COCCOC(=O)C1=C(C)NC(=O)NC1c1ccc(Cl)cc1 (stereo unspecified)	9%	38%	4%	-3%	-7%	-19%	20%	/	1%
COc1ccccc1Nc1ncnc2nc[nH]c12	-14%	31%	0%	-4%	13%	0%	23%	13%	7%
CCN(CC(=O)Nc1ccc(NC(C)=O)cc1)C(=O)Cc1c(Cl)cccc1Cl	4%	23%	-1%	-7%	i	-20%	-2%	-22%	0%
O=C1c2ccccc2-c2nccnc21	-21%	31%[activator]	-18%	-11%	-8%	42%	-21%	-11%	-1%
O=c1[nH]cc(N2CCCCCC2)c(=O)[nH]1	19%[11.4 µM]	50%[activator]	-3%	-1%	-1%	-19%	4%	2%	-16%
COc1ccc(NC(=O)NC2CCCc3ccccc32)c(OC)c1 (stereo unspecified)	25%	23%	0%	-13%	-8%	47%	-9%	-4%	-11%
O=S(=O)(/N=C(/c1ccccc1)N1CCOCC1)c1ccc(F)cc1F	5%	30%	-1%	6%	-3%	-26%	-8%	-5%	-1%
Cc1cc2oc(C(=O)Nc3c(C)n(C)n(-c4ccccc4)c3=O)c(C)c2cc1Cl	-15%	17%	42%&-1%[activator]	-19%	3%	14%	8%	/	-1%
CCCCOc1ccc(C(=O)NCC(=O)NCCOc2ccc(C)cc2)cc1	19%	46%[activator]	28%	-15%	0%	-14%	2%	7%	2%
CC1CCc2c(sc(/N=C/c3ccco3)c2C(N)=O)C1 (stereo unspecified)	25%[57.1 µM]	24%	7%	0%	-8%	-36%	-5%	1%	-3%
Cc1cc(C)cc(N2C(=O)CC(Sc3ccccc3C(=O)O)C2=O)c1 (stereo unspecified)	-83%	40%	4%	?	-3%	-39%	-6%	4%	-3%
Cc1cc(C(=O)NCCC(c2ccccc2)c2ccccc2)c(C)o1	-15%	39%	-26%	-2%	1%	-51%	1%	1%	2%
CCCC(=O)N=C1SC2CS(=O)(=O)CC2N1c1ccc(C(C)=O)cc1 (stereo unspecified)	31%[activator][57.1 µM]	34%	-14%	-3%	-1%	-10%	-12%	6%	2%

This is a subset; the hit share may differ from the screen's.
